# Assay outcomes as filed in PubChem.
# STAT3 act – STAT3 signaling activation; U3A cells, IL-6 STAT3-luciferase reporter, luminescence; 100% = signal with IL-6 EC80 alone; activation (% of control), % at 5.6 µM; 190,000 compounds, 0.91% hits;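 active = activation above the screen-wide mean of compound activation plus 3 SD, cut at about 130% in these data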;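 note: 0% = background luminescence of wells with medium and substrate only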
#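 Test system: Human STAT1-deficient U3A cells with stable STAT3-luciferase reporter | Also added: Interleukin-6, 33 ng/mL | Timing: Compound pre-incubation 1 h before IL-6, then 6 h stimulation at 37 °C | Technique: Luciferase reporter luminescence | Read-out: Percent of IL-6-only median luminescence | Benchmarks: IL-6-only wells as 100% reference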
# STAT1 blocker – inhibitors of IFN-gamma induced STAT1 signaling. AID 920. inhibition, % at 5.5 µM. NIH 3T3 STAT1-luciferase reporter, luminescence. 200,000 compounds, 0.35% hits;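 active = inhibition above a set limit, the mean inhibition across all tested compounds plus 3 SD, cut at about 34% in these data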;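 note: 0% = IFN-gamma with DMSO and 100% = IFN-gamma with 300 µM nifuroxazide; values of inactives mirror those of a sister screen read the other way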
# STAT1 activator – activators of IFN-gamma induced STAT1 signaling; NIH 3T3 STAT1-luciferase reporter, luminescence; 100% = IFN-gamma alone, no compound; activation (% of control), % at 5.5 µM; 200,000 compounds, 2.6% hits;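 active = activation above the screen-wide mean activation plus 3 SD, cut at about 130% in these data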;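 note: raw ratio to IFN-gamma control signal so 100% means no change and 0% no light; values of inactives mirror those of a sister screen read the other way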
# Redox H2O2 prof – compounds producing H2O2 with reducing agent – biochemical, NIH compound library profiling, artefact control for MLSCN library redox annotation, primary screen | activation, % at 10 µM | DTT-dependent redox cycling H2O2, phenol red/HRP absorbance; 100% = 100 µM peroxide control, 0% = buffer | AID 878 | 200,000 compounds, 0.03% hits;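 active = activation of at least 50% relative to the plate's high and low controls in the primary single-dose screen; inactive = activation below 50%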;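 note: compound incubated with DTT at 0.8 mM final as the reducing agent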
# Hsp70 activator – Hsp70 transcriptional activation, primary screen | AID 1203 | HeLa Hsp70 promoter luciferase reporter, luminescence; scaled: vehicle 0, proteasome-inhibitor control 100% | 200,000 compounds, 0.04% hits | activation, % at 10 µM;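 active = activation above the mean across all tested compounds plus 3 SD, cutoff set per campaign, cut at about 5.5% in these data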;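 note: 100% = MG132 at 30 µM as the positive control and 0% = DMSO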
# TLR4-MyD88 BLA – TLR4-MyD88 interaction inhibition in cells. O00206+Q99836. HeLa CL3-4 TLR4/MyD88 BLA complementation, FRET ratio. inhibition, % at 8.4 µM. 200,000 compounds, 0.18% hits. AID 861; in the data active = inhibition above about 25%;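 note: 0% = vehicle and 100% = reference inhibitor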
# Target sequence (O00206 whole entry, looked up): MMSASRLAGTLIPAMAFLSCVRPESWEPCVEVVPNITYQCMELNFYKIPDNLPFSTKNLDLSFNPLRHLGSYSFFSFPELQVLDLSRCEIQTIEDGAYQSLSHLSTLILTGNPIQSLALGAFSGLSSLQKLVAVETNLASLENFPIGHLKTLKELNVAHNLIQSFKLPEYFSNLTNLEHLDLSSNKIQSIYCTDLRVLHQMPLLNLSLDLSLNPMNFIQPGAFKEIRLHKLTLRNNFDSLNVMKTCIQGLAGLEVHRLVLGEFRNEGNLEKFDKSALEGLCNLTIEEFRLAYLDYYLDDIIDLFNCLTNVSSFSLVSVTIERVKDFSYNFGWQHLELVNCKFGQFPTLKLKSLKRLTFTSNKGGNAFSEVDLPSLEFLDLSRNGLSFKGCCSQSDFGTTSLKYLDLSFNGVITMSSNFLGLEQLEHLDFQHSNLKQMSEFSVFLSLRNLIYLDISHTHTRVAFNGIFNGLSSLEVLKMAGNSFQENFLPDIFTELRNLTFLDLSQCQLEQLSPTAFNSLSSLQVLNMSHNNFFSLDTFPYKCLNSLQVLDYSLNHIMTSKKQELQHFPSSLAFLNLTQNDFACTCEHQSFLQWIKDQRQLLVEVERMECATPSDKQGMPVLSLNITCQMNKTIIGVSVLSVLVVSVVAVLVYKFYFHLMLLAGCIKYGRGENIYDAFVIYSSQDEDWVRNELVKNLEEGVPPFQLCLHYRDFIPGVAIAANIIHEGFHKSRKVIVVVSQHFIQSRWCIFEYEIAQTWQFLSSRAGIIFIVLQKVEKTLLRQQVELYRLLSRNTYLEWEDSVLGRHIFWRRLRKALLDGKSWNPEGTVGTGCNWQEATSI
# Target sequence (Q99836 whole entry, looked up): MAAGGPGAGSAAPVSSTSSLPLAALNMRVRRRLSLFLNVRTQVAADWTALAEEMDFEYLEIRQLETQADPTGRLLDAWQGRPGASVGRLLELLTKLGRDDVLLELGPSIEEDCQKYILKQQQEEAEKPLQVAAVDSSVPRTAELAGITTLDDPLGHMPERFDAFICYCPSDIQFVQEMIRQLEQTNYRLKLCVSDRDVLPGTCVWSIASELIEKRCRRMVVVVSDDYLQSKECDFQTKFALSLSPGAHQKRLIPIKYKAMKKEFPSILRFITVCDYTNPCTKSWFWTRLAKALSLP
# NF-kB neuron act – compounds increasing NF-kB expression in human neuronal cells; NF-kB reporter expression; hits give high values; fold change at 12.5 µM; 190,000 compounds, 1.6% hits; AID 1239; in the data active = fold change above about 3.3
# Efa HMGR inh – blocks class II HMG-CoA reductase of Enterococcus faecalis; 190,000 compounds, 0.41% hits; inhibition, % at 10 µM; purified E. faecalis HMGR, NADPH absorbance 340 nm kinetic;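 active = inhibition above a set limit, the median over all tested compounds plus 3 SD, cut at about 9.5% in these data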;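 note: enzyme runs in reverse so mevalonate oxidation gives rising NADPH absorbance; 0% = complete reaction with DMSO and 100% = background rate lacking mevalonate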
# APP 5'UTR act – APP 5'UTR luciferase reporter activation; SH-SY5Y APP 5'UTR luciferase reporter, luminescence; zero percent = DMSO vehicle wells; 190,000 compounds, 1% hits; activation, % at 2 µM;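 active = activation above a set limit, based on mean plus 3 SD of controls, cut at about 140% in these data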; note: values of inactives mirror those of a sister screen read the other way
# STAT3 blocker – inhibitors of IL-6 induced STAT3 signaling. U3A cells, IL-6 STAT3-luciferase reporter, luminescence; host cell line lacks STAT1. inhibition, % at 5.5 µM. 190,000 compounds, 0.89% hits. AID 862;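 active = inhibition above the mean inhibition across all screened compounds plus 3 SD, cut at about 44% in these data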;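 note: 0% = DMSO only wells and 100% = 100 µM nifuroxazide control wells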
# An asterisk follows results filed as active; . = not tested or not shown.
SMILES,STAT3 act,STAT1 blocker,STAT1 activator,Redox H2O2 prof,Hsp70 activator,TLR4-MyD88 BLA,NF-kB neuron act,Efa HMGR inh,APP 5'UTR act,STAT3 blocker
Cc1noc(/C=C/N(C)C)c1S(=O)(=O)N1CCCC(C(=O)Nc2ccc3c(c2)OCO3)C1 (configuration not stated),103,0,100,-2.2,-0.1,19,1.2,-7,8,1
Cc1ccc(CNC(=O)CCCc2nc3ccccc3s2)cc1,101,0,102,-0.4,0.0,5,1.3,0,-9,-4
COc1ccccc1NC(=O)c1ccc(-n2cncn2)nc1,96,-3,102,-2.0,-0.1,6,1.2,2,8,11
Cn1c(=O)c2c(ncn2CC(=O)N2CCN(c3ccc(F)cc3)CC2)n(C)c1=O,101,4,96,-2.5,0.1,-11,1,-1,31,1
O=C(O)CSc1c(O)c2ccccc2[nH]c1=O,99,-3,101,-1.7,-0.1,-15,1.3,-8,6,5
COc1ccc(-c2[nH]n(-c3ccc([N+](=O)[O-])cc3)c(=O)c2C=NCc2ccccc2)cc1,102,3,100,-0.1,-0.4,10,0.99,1,-7,-5
CCOC(=O)c1c(NC(=O)COC(=O)c2cc(OC)c(OC)cc2[N+](=O)[O-])sc(C)c1CC,103,-5,105,-0.3,-0.2,16,1.1,5,.,-3
CSc1nnc(N(CCC#N)CCC#N)s1,102,-3,102,0.1,-0.1,-4,0.94,-6,5,-2
COc1cc(C(=O)OC2CCCCC2=O)cc(OC)c1C (configuration not stated),117,-4,104,2.8,0.0,9,0.99,-1,4,-9
CC1CCc2sc(NC(=S)NC(=O)c3ccccc3)c(C#N)c2C1 (configuration not stated),103,3,98,-0.4,-0.1,-6,1.6,2,6,-6
Cn1c(SCC(=O)c2ccccc2)nnc1-c1cnccn1,94,-14,114,0.4,-0.3,-12,1.6,1,14,13
COc1ccc(NC(=O)c2cc(C(C)C)on2)c(OC)c1,131,-43,138*,-0.3,0.2,-2,2.6,-4,53,-32
Cc1c(NC(=O)CC(O)(C(F)(F)F)C(F)(F)F)c(=O)n(-c2ccccc2)n1C,106,-1,100,0.2,-0.3,4,0.96,2,-19,-5
O=C(/C=C/c1ccc(Cl)c([N+](=O)[O-])c1)NCc1cccnc1,94,1,99,-8.5,-0.1,-15,.,.,12,11
CC(=O)NCc1ccc(C(=O)CCl)s1,102,1,99,0.1,-0.3,10,4*,-1,7,5
COc1ccc(-c2cnnc(N/N=C/c3ccc(C)o3)n2)cc1,101,1,98,-0.8,-0.2,3,1.1,-3,-4,3
S=C(NCc1ccncc1)Nc1ccccc1,99,1,98,-0.3,-0.2,10,0.98,2,5,5
Cc1ccccc1C(=O)NCCN1CCOCC1,105,-5,103,-0.6,-0.4,0,0.99,-8,1,-3
O=C1CC(c2ccccc2)CC2=C1C(c1ccccn1)Nc1ccccc1N2 (configuration not stated),98,-2,102,-0.2,0.0,7,1.2,-2,-4,6
Cc1nnc(N)nc1C,96,-2,102,2.3,-0.1,-6,0.92,1,-24,10
CCN1CCN(CCCN(Cc2ccco2)C(=S)Nc2cc(Cl)ccc2C)CC1,113,1,98,-2.2,-0.1,10,0.97,-4,7,-8
O=C(NC1CCS(=O)(=O)C1)c1c(NC(=O)C2COc3ccccc3O2)sc2c1CCCC2 (configuration not stated),90,-6,105,0.8,0.2,2,0.93,-5,12,18
C=CCOC(=O)C1=C(C)NC(C)=C(C(=O)OCC=C)C1/C=C/c1ccccc1,116,6,94,-4.3,-0.5,-6,0.48,-1,3,-10
N#Cc1ccccc1NC(=O)CSc1nnc(-c2ccccc2O)n1-c1ccccc1,98,12,89,-2.6,-0.2,-7,0.57,-1,-38,5
N#C/C(=C\c1cccc(OC(=O)c2cccs2)c1)C(N)=O,92,1,99,-0.2,-0.1,5,1.2,-2,7,13
# Continued.
SMILES,STAT3 act,STAT1 blocker,STAT1 activator,Redox H2O2 prof,Hsp70 activator,TLR4-MyD88 BLA,NF-kB neuron act,Efa HMGR inh,APP 5'UTR act,STAT3 blocker
CCC(=O)NC(=S)Nc1ccccc1OC,99,-11,113,2.1,-0.2,1,1.2,-1,-3,10
CCOc1ccc(S(=O)(=O)N(CC(=O)O)c2ccc(C)cc2)cc1,96,4,96,2.6,0.2,-5,1.1,-2,13,9
CCCCCC(=O)N/N=C(\C)c1ccc(Cl)cc1,107,3,97,6.2,-0.3,-15,1.1,-1,-4,3
CCN(CC)CCCNCC(=O)Nc1ccc2c(c1)CCC2,94,3,98,-0.5,-0.2,-6,1,-1,16,8
O=C(CN1CCN(Cc2ccc(F)cc2)C1=O)NC1CCCC1,111,0,100,-0.2,-0.2,-9,1.6,0,7,1
CC(C)(C)C(=O)NC1(C(F)(F)F)C(=O)Nc2c1c(=O)[nH]c(=O)n2Cc1ccco1 (configuration not stated),91,8,94,-0.2,-0.3,2,1.1,-7,7,17
CC(=O)Nc1ccc(C(=O)Nc2cc(C(F)(F)F)ccc2-n2cnc3ccccc32)cc1,97,5,95,-0.4,-0.2,2,0.79,-4,8,5
COc1ccc(CN(C(=O)CO/N=C/c2ccccc2)c2ccccc2C(=O)O)cc1,98,3,97,-0.2,-0.3,-13,1,3,-2,-1
Cc1ccc(-c2n[nH]c(=S)n2/N=C/c2c(C)[nH]n(-c3ccccc3)c2=O)cc1,104,-4,102,-0.2,0.0,-22,1.2,-1,0,6
O=C(/C=C/Nc1cccc(C(F)(F)F)c1)c1ccc(Oc2ncccn2)cc1,87,-25,122,1.7,0.0,-5,1.1,2,17,26
CC(O)Cc1cn([C@@H](CCCCN)C(=O)N2CCNCC2)nn1 (some centres not stated),.,6,96,0.1,-0.2,0,1.4,1,5,.
O=C(NNc1nc2c(F)cccc2s1)C1=COCCO1,107,0,100,0.1,-0.4,2,0.95,3,5,0
COc1ccccc1NC(=O)C1CCCN1C(=O)NCc1ccccc1 (configuration not stated),105,9,92,1.9,-0.2,0,1.2,-4,-6,-2
CC(=O)Nc1ccc(N2C(=O)CC(N3CC(C)OC(C)C3)C2=O)cc1 (configuration not stated),103,0,100,0.2,-0.2,-5,1.3,-3,4,5
O=C(NC(=S)Nc1ccc2c(c1)OCCO2)c1cccc(Br)c1,113,-59,153*,-0.9,-0.3,-9,4.8*,-3,91,-12
COC(=O)c1ccc(COC(=O)CNC(=O)c2ccc(-c3ccccc3)cc2)cc1,110,-22,120,0.5,-0.1,-3,2.2,0,26,-9
CCc1ccc(NC(=O)C2C3C=CC(C4CC34)C2C(=O)O)cc1 (configuration not stated),96,2,98,1.3,-0.2,-3,1.3,-4,9,7
CCOC(=O)C1CCN(C(=O)C(C)c2ccc([N+](=O)[O-])cc2)CC1 (configuration not stated),109,-5,105,-1.1,0.0,-1,1.1,-3,-2,-1
Cc1cc(NC(=O)CSc2ccc3nnc(CCNC(=O)c4ccccc4)n3n2)no1,103,-6,104,0.0,0.0,-3,0.82,-5,7,4
COCC(C)NCc1cc(Br)ccc1OC (configuration not stated),93,6,93,-0.1,0.2,-15,.,-1,18,13
Cc1cc(NC(=O)CCCSc2nc(-c3ccco3)cc(C(F)(F)F)n2)no1,102,1,99,0.6,-0.3,-6,1.1,-2,8,-2
COCC(=O)Nc1ccc(S(=O)(=O)NCCc2ccccc2)cc1,87,9,94,-0.2,0.0,10,1,-2,41,18
Cc1cc(C)n2cc(CSc3nnnn3C)nc2n1,104,-18,116,2.5,-0.3,10,1.3,0,3,0
C/C(CC(=O)NCc1ccccc1)=N\NC(N)=S,91,-4,102,-0.9,-0.3,3,1,-6,15,16
CCOC(=O)c1cc(NC(=O)Nc2ccc(OC)c(OC)c2)c(C)nc1C,97,2,98,0.4,-0.3,13,0.94,1,-4,7
# Next part:
SMILES,STAT3 act,STAT1 blocker,STAT1 activator,Redox H2O2 prof,Hsp70 activator,TLR4-MyD88 BLA,NF-kB neuron act,Efa HMGR inh,APP 5'UTR act,STAT3 blocker
Oc1ccc(C(=S)N2CCN(c3cccc(Cl)c3)CC2)cc1,104,-3,99,-0.2,0.1,-2,0.91,2,-1,0
C/C(=N\N1CCN(c2ccc(Cl)cc2)CC1)c1cccc([N+](=O)[O-])c1,84,-1,100,1.2,0.2,8,1.4,1,-1,28
CCOc1cc(N2CCOCC2)c(OCC)cc1NC(=O)Cn1cnc2c(=O)n(C)c(=O)n(C)c21,101,1,99,-0.9,-0.4,-12,0.99,-4,6,2
COc1cccc(-c2noc(-c3cccnc3)n2)c1,97,-64,159*,-2.1,-0.1,-7,5.5*,4,107,6
N#Cc1nc(-c2cccs2)oc1NCc1ccccc1Cl,93,12,89,-0.1,0.1,1,1.2,4,-5,10
O=c1c2ccccc2nc2n1C(CSc1ccc(Cl)cc1)CN2 (configuration not stated),111,-6,105,1.3,-0.1,-6,1.2,-1,8,-1
Cc1cc2cc(C=O)c(Cl)nc2cc1C,102,-8,107,1.2,0.0,9,1.2,-4,9,8
CC(=O)Nc1ccc(C(=O)N(C)C(C(=O)Nc2ccc(C)cc2)c2ccccn2)cc1 (configuration not stated),91,3,98,0.0,-0.3,3,1,-3,0,14
CCc1ccc(N(C(=O)c2csnn2)C(C(=O)NC(C)(C)C)c2ccccn2)cc1 (configuration not stated),139*,-21,120,0.4,-0.3,5,1.7,0,5,-37
CCN1CCN(C(=O)c2ccc(OCC(=O)Nc3ccc(F)cc3)c(OC)c2)CC1,110,9,91,-1.9,-0.3,-13,1.1,-4,-8,-10
COC(=O)c1ccc(C(C(=O)NC2CCCCC2)N(CCc2ccccc2)C(=O)Cc2cccs2)cc1 (configuration not stated),102,11,91,0.1,-0.2,-21,1.1,-7,19,-6
COc1ccc(NC(=O)Nc2ccc3nccnc3c2)cc1,95,-31,130*,0.2,0.1,5,1.7,-3,97,12
CCn1c(SCC(=O)Nc2ccc(S(N)(=O)=O)cc2)nnc1-c1cccc(OC)c1,100,0,100,-0.1,-0.5,-6,1,3,1,6
O=[N+]([O-])c1ccc(O)c(C=Nc2ccc3nc(-c4ccccc4)[nH]c3c2)c1,112,-45,140*,0.1,0.1,-4,1.8,4,75,-17
O=C(CCC1CCCCC1)NCc1ccc(F)cc1,104,-4,104,0.1,-0.2,-15,1.3,0,-2,-7
Cc1ccc(S(=O)(=O)c2ccc(Oc3cccc(C)c3)cc2)cc1,108,-3,103,2.0,0.3,6,1.1,-2,-11,2
C=CCOc1ccc(CNc2ccc3[nH]c(=O)[nH]c3c2)cc1,91,1,99,-0.6,0.0,2,1.3,-7,-13,15
Cc1ccc(NS(=O)(=O)c2cccc(C(=O)n3ncc(C#N)c3N)c2)c(C)c1,98,-2,100,0.5,-0.2,-5,1.5,-1,-8,9
Cc1ccc(-c2cc(-c3ccccc3)no2)c(O)c1,56,-14,113,0.9,-0.5,-1,3.7*,-8,276*,49*
Cc1ccc2nc(C)c(C(=O)NN=C3CCN(C)CC3)n2c1,104,7,94,0.4,-0.1,-10,0.94,5,-68,5

# No enrichment for hits; about 5.6% have a hit in one of these screens.
